Assay outcomes from PubChem.
Tau ThT inhib: tau fibrillization inhibition (ThT binding). P10636. Potency, µM (titrated, usually from 57.4 µM), for inactives: at the top dose activity, negative = inhibition, most hits filed as inhibitors. AID 1460. recombinant tau K18 P301L, heparin-induced fibrillization, ThT fluorescence. 270,000 tested, 2.1% active; also: nearly all actives have a fitted effect of over 55% in size
Target sequence (P10636 561-689 P618L limits assumed): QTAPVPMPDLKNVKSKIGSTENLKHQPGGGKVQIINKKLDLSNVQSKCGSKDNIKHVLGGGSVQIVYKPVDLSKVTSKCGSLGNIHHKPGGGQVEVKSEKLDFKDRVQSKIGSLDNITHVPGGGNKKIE
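Aggregation was driven by heparin (20 uM final) acting on recombinant tau […] bearing P301L in 100 mM sodium acetate pH 7; fibrils were detected with Thioflavin T.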
Tau FP inhib: blocks human tau fibril formation measured by polarization. K18 P301L tau heparin fibrillization, Alexa594 FP, 6 h. Potency, µM (doses to about 57.7 µM), without a hit: at the top dose activity, negative = inhibition, actives largely listed as inhibitors. 280,000 tested, 0.39% active; also: nearly all actives have a fitted effect of over 55% in size
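Recombinant K18 P301L […], labeled with Alexa 594 at 0.24 uM over 15 uM unlabeled; heparin inducer 20 uM final; 37 C, 6 hr; FP endpoint.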
GLA spleen mod: inhibits or activates alpha-galactosidase in human spleen homogenate | Potency, µM (top dose mostly 80 µM), without a hit: top-dose activity change, negative = inhibition, actives largely listed as inhibitors | P06280 | AID 2107 | 240,000 tested, 0.008% active | human spleen homogenate, 4MU-alpha-Gal fluorescence, 40 min;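 also: 0% = enzyme with vehicle and -100% = no enzyme basal signal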
Target sequence (P06280 32-429 limits assumed): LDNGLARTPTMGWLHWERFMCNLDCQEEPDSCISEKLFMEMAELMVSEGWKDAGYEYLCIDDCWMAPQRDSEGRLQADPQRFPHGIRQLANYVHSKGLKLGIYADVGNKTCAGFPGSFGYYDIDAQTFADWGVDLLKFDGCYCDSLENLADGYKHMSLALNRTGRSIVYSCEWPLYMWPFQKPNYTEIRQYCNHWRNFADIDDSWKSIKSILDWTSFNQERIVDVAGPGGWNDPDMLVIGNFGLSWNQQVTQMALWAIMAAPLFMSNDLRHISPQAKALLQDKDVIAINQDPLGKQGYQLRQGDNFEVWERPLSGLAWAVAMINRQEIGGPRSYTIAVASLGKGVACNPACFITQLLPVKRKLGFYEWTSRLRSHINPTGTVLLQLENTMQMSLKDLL
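Human spleen homogenate (1 ug) as enzyme source, 4-methylumbelliferyl-alpha-D-galactopyranoside 1 mM final, citrate/phosphate pH 5.0 with 0.01% Tween-20. Compounds 40 min at 37C, NaOH/glycine stop; fluorescence Ex 365/Em 440, Hill-fit AC50.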
TexasRed fluor: alters Texas Red total fluorescence, flagging assay interference. TRb/SRC2 Texas Red total fluorescence interference. Potency, µM (highest dose often 106 µM), for the others: at the highest dose fluorescence change, negative = quenching. 280,000 tested, 0.29% active; active = well fitted curve in either direction with a large enough effect; inconclusive = small, poorly fitted or top-dose-only effect
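Human TRβ ligand-binding domain (0.6 uM) and Texas Red SRC2 peptide (20 nM) in Tris buffer with 1 uM T3 and 5% DMSO were incubated with pinned compound for 5 hr at ambient temperature. Total fluorescence was computed as S + 2P (555/632 nm).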
L3MBTL1 block: L3MBTL1 (human) inhibition. 230,000 tested, 0.66% active. AlphaScreen L3MBTL1–H3K9me1 peptide binding. AID 485360. Potency, µM (highest dose often 57.1 µM), inactives show at the highest dose activity, negative = inhibition, usual class: inhibitors. Q9Y468; also: nearly all actives have a fitted effect of over 60% in size
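Read-out is AlphaScreen signal from streptavidin donor and nickel chelate acceptor beads (10 ug/mL final each) bridging L3MBTL1 (50 nM) and biotinylated K9-monomethylated H3(1-15) peptide (75 nM), after 30 min compound exposure at room temperature.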
Tau fluor counter: counter-screen for tau fibril formation inhibitors; tau K18 P301L (four-repeat tau fragment) Alexa594 fluorescence, heparin fibrillization; Potency, µM (top dose mostly 57.7 µM), for the others: at the highest dose activity change, negative = decrease; 280,000 tested, 0.93% active; AID 1463; also: nearly all actives have a fitted effect of over 55% in size
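Human K18 P301L tau (15 uM unlabeled plus 0.24 uM Alexa 594-labeled, final) in 100 mM sodium acetate pH 7 was mixed with compound and 20 uM heparin and incubated 6 hr at 37 C.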
TRb-SRC2 inh: TRbeta-SRC2 interaction inhibition; Potency, µM (series often up to 106 µM), for inactives: at the top dose activity change, negative = inhibition, most hits filed as inhibitors; 280,000 tested, 0.065% active; P10828; TRbeta-SRC2 peptide binding, fluorescence polarization; receptor liganded with 1 µM T3;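 also: plate controls were bound peptide for no effect and peptide without receptor for full effect; nearly all actives have a fitted effect of over 50% in size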
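Read-out is fluorescence polarization (555 nm excitation, 632 nm emission) of a Texas Red SRC2 coactivator peptide; loss of signal reflects blocked binding to human TRb ligand-binding domain in the presence of 1 uM T3.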
ALDH1A1 block: inhibitors of human aldehyde dehydrogenase 1A1; P00352; Purified ALDH1A1, NADH fluorescence, propionaldehyde substrate; Potency, µM (titrated, usually from 75.3 µM), inactives show at the highest dose activity, negative = inhibition, hits mostly inhibitors; 220,000 tested, 7.3% active; active = well fitted inhibition curve with a large enough effect, not every such curve was filed as active; inconclusive = small, poorly fitted or top-dose-only effect, or another doubt; inactive = no such curve, though single readings can be large or run the other way;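 also: plate controls were no enzyme wells and a reference inhibitor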
Target sequence (P00352 whole entry, looked up): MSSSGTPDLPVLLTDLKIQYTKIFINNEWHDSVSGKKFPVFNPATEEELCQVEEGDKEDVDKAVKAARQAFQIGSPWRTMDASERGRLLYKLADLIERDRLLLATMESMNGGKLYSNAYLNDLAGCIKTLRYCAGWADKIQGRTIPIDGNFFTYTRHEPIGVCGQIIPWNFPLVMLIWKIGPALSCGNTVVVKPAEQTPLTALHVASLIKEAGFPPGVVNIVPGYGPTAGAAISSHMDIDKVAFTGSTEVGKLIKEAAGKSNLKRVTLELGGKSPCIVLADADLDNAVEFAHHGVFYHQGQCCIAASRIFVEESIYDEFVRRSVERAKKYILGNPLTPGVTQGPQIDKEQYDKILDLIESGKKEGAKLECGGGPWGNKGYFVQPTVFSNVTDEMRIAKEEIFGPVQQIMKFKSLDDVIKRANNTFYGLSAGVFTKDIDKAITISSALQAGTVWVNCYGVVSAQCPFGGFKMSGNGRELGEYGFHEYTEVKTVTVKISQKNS
An asterisk follows results filed as active; u = inconclusive; x = not tested or not shown; [ ] = dose if it differs, or a comment. Unless noted, calls follow the shape of the dose curve; as a rule, active = well fitted curve in the direction sought with a large enough effect; inconclusive = small, poorly fitted or top-dose-only effect, or another doubt; inactive = no such curve, though single readings can be large; an effect the other way counts as inactive or inconclusive. Unless noted, % is scaled to controls: 0 for no effect and ±100 for the full control effect; potency is read from the fitted curve at half-maximal effect.

SMILES | Tau ThT inhib | Tau FP inhib | GLA spleen mod | TexasRed fluor | L3MBTL1 block | Tau fluor counter | TRb-SRC2 inh | ALDH1A1 block
Cc1ccc(C(NC(=O)N2CCCCC2)=C(Cl)Cl)cc1F | -6% | -2% | 0% | 1% | 1% | 4% | -3% | 0.11µM*
CCCCC(=O)Nc1nc(C)c(-c2csc(Nc3ccc(Cl)cc3)n2)s1 | u | 7% | -28% | 0%[53 µM] | 0% | u | -27%[53 µM] | 11µM*
CN(C)C(=O)CC12CC3CC(C1)CC(CC(=O)N(C)C)(C3)C2 | -7% | 3% | -1% | 0% | 2% | -8% | -3% | 1%
CC1CCCCN1C(=O)COC(=O)c1n[nH]c2ccccc12 (stereo unspecified) | -5% | -4% | 9% | 0% | x | -11% | 2% | u
CCOC(=O)c1c(NC(C)=O)sc2c1CCCNC2=O | 6% | -1% | 10% | 1% | -8% | 1% | 5% | 13µM*
COCCCNc1ncnc2c1[nH]c1ccccc12 | -8% | 7% | 2% | 2% | -4% | -9% | 2% | 5%
O=C(Nc1cnccn1)c1cccnc1 | -5% | 0% | 4% | 2% | 6% | 1% | -4% | 8%
COc1cc(C2c3c(oc4ccc(F)cc4c3=O)C(=O)N2Cc2ccc3c(c2)OCO3)ccc1O (stereo unspecified) | -10% | -2% | x | 5% | x | -11% | 3% | x
COc1cc(/C=N/NC(=O)c2sc3ccccc3c2Cl)ccc1OC(=O)c1ccc([N+](=O)[O-])cc1 | 1.3µM* | 3% | 3% | 0% | x | u | 1% | x
Cc1ccc(C2c3c(-c4ccccc4O)n[nH]c3C(=O)N2Cc2ccncc2)cc1 (stereo unspecified) | -6% | 2% | 3% | -1% | -13% | -14% | -15% | 3%
O=C(O)c1ccc(-n2nnnc2Oc2ccccc2C(=O)N2CCOCC2)cc1 | 0% | 10% | 9% | 0% | x | 9% | -5% | 8%
CN(C)c1ccc(/C=C/C(=O)c2ccccc2)cc1[N+](=O)[O-] | 10µM* | 4% | -27% | -7% | u | u | 9% | u
COc1cc2c(cc1NC(C)=O)CCCC2 | 1% | -2% | 0% | -5% | x | -4% | -3% | 12%
C=CCSc1cc(C)nc2c(-c3ccccc3)cnn12 | -14% | -1% | 1% | -4% | 74%[activator] | u | -10% | x
O=S(=O)(c1ccc2nc(Nc3ccc(F)cc3)ccc2c1)N1CCCC1 | u | -14% | x | -1% | x | u | 1% | x
Cc1ccccc1C(=O)NC(=S)N(C)CCc1ccccn1 | -4% | -10% | -8% | 0% | -15% | -9% | 1% | 0%
CC1CC(C)CN(CCOc2ccc(Cl)cc2Cl)C1 (stereo unspecified) | -7% | -3% | 3% | -3% | x | -11% | -10% | -12%
O=C1/C(=C/c2ccco2)CCC1C1CCCC1 (stereo unspecified) | u | -7% | -6% | 0% | x | -18% | 1% | u
CC12CCC(C(=O)N3CCCc4ccccc43)(CC1=O)C2(C)C (stereo unspecified) | -10% | -4% | 8% | -4% | -3% | -10% | -6% | -2%
Cc1ccc(-n2nnnc2CNC(=O)c2ccc(F)cc2)cc1C | 0% | -1% | x | -1% | x | 1% | -2% | x
CC(Sc1ccccc1)C(=O)NN=C1CCCC1 (stereo unspecified) | 1% | 3% | -13% | 0% | 5% | -7% | -7% | -3%
Cn1nnc2c(N3CCN(c4cccc(C(F)(F)F)c4)CC3)ncnc21 | -2% | -12% | x | -2% | x | -4% | -3% | x
COc1ccc(Nc2cc(C)nc(N)n2)cc1 | -2% | 1% | -2% | -6% | x | -3% | -5% | x
CCOC(=O)C1(Cc2cccc(OC)c2)CCCN(C(=O)c2ccccc2C)C1 (stereo unspecified) | -18% | 6% | 11% | -2% | -2% | -5% | 5% | x
CCOC(=O)CN1N=C(/C=C/c2ccc(C(C)C)cc2)CCC1=O | -18% | -4% | 8% | 0% | 15% | -3% | 5% | -4%
Cn1c(C(=O)NCc2ccco2)cc2c(=O)[nH]c3ccccc3c21 | -3% | -7% | -8% | -5% | -3% | 4% | -6% | u
c1ccc(CSc2ncnc3sccc23)cc1 | u | -9% | 0% | 0% | 75%[activator] | -19% | 3% | u
COc1ccc(/C=N/NC(=O)CCn2c3ccccc3c3ccccc32)cc1OC | 5% | 4% | 8% | 1% | -20% | 0% | 12% | -12%
O=S(=O)(c1ccc(Br)cc1)c1nc(-c2ccco2)oc1NCC1CCCO1 (stereo unspecified) | -12% | 0% | 4% | -2% | 4% | -13% | 0% | 14µM*
CCOCCn1c(SCc2cccc(C)c2)nc2c1c(=O)[nH]c(=O)n2C | -4% | 2% | 1% | 0% | x | -5% | -3% | -11%

A second format for part of the listing above.
Every second line gives: Tau ThT inhib | Tau FP inhib | GLA spleen mod | TexasRed fluor | L3MBTL1 block | Tau fluor counter | TRb-SRC2 inh | ALDH1A1 block
O=C(Nc1cnccn1)c1cccnc1
→ -5% | 0% | 4% | 2% | 6% | 1% | -4% | 8%
COc1cc(C2c3c(oc4ccc(F)cc4c3=O)C(=O)N2Cc2ccc3c(c2)OCO3)ccc1O (stereo unspecified)
→ -10% | -2% | x | 5% | x | -11% | 3% | x
COc1cc(/C=N/NC(=O)c2sc3ccccc3c2Cl)ccc1OC(=O)c1ccc([N+](=O)[O-])cc1
→ 1.3µM* | 3% | 3% | 0% | x | u | 1% | x
Cc1ccc(C2c3c(-c4ccccc4O)n[nH]c3C(=O)N2Cc2ccncc2)cc1 (stereo unspecified)
→ -6% | 2% | 3% | -1% | -13% | -14% | -15% | 3%
O=C(O)c1ccc(-n2nnnc2Oc2ccccc2C(=O)N2CCOCC2)cc1
→ 0% | 10% | 9% | 0% | x | 9% | -5% | 8%
CN(C)c1ccc(/C=C/C(=O)c2ccccc2)cc1[N+](=O)[O-]
→ 10µM* | 4% | -27% | -7% | u | u | 9% | u
COc1cc2c(cc1NC(C)=O)CCCC2
→ 1% | -2% | 0% | -5% | x | -4% | -3% | 12%
C=CCSc1cc(C)nc2c(-c3ccccc3)cnn12
→ -14% | -1% | 1% | -4% | 74%[activator] | u | -10% | x
O=S(=O)(c1ccc2nc(Nc3ccc(F)cc3)ccc2c1)N1CCCC1
→ u | -14% | x | -1% | x | u | 1% | x
Cc1ccccc1C(=O)NC(=S)N(C)CCc1ccccn1
→ -4% | -10% | -8% | 0% | -15% | -9% | 1% | 0%
CC1CC(C)CN(CCOc2ccc(Cl)cc2Cl)C1 (stereo unspecified)
→ -7% | -3% | 3% | -3% | x | -11% | -10% | -12%
O=C1/C(=C/c2ccco2)CCC1C1CCCC1 (stereo unspecified)
→ u | -7% | -6% | 0% | x | -18% | 1% | u
CC12CCC(C(=O)N3CCCc4ccccc43)(CC1=O)C2(C)C (stereo unspecified)
→ -10% | -4% | 8% | -4% | -3% | -10% | -6% | -2%
Cc1ccc(-n2nnnc2CNC(=O)c2ccc(F)cc2)cc1C
→ 0% | -1% | x | -1% | x | 1% | -2% | x
CC(Sc1ccccc1)C(=O)NN=C1CCCC1 (stereo unspecified)
→ 1% | 3% | -13% | 0% | 5% | -7% | -7% | -3%

Next part.
SMILES | Tau ThT inhib | Tau FP inhib | GLA spleen mod | TexasRed fluor | L3MBTL1 block | Tau fluor counter | TRb-SRC2 inh | ALDH1A1 block
Cc1c(C#N)c2ccccc2n1CC(=O)NC(C)c1ccccc1 (stereo unspecified) | -13% | -2% | 4% | -1% | x | -21% | -4% | -1%
COc1ccc(NC(=O)/C=C\C(=O)N(c2ccc(C(C)C)cc2)C(C(=O)NCc2ccco2)c2ccc(F)cc2)cc1 (stereo unspecified) | -2% | 1% | x | 1% | x | -26% | -3% | x
CC/C(Cc1ccccc1)=N\NC(=O)c1cc(C)oc1C | 0% | 1% | 0% | -5% | 10% | 2% | -7% | u
COc1ccc(CN2CCNC(=O)C2CC(=O)N(Cc2nccn2C)C(C)C)c(OC)c1 (stereo unspecified) | u | -5% | 5% | 2% | -18% | -16% | -9% | x
Cc1c(Cc2ccccc2)c(=O)oc2cc(O)ccc12 | -10% | -3% | u | -1% | 7% | -18% | 8% | x
CC[C@@H](c1ccccc1)n1c(=O)n2n(c1=O)[C@H]1[C@H](O)[C@H]3O[C@H]3C(=O)[C@H]1CC2 | -12%[11.5 µM] | -5%[11.6 µM] | 2%[17.5 µM] | -2%[11.2 µM] | x | -4%[11.6 µM] | -19%[11.2 µM] | -1%[13.5 µM]
COc1ccc2[nH]c(=O)c(CN(C(=O)c3cccnc3)c3ccccc3C)cc2c1 | -5% | 8% | 1% | -4% | 1% | -3% | 3% | x
O=c1[nH]cnc2nn(-c3ccccc3)nc12 | 0% | 5% | 3% | 0% | 3% | 3% | -2% | u
COc1ccc(CN2CCn3ncc(C(=O)Nc4cccc(C)c4)c3C2=O)cc1 | 5% | -3% | -8% | 0% | -6% | -6% | 14% | u
Cc1ccc(C2(O)CN(c3ccccc3C)C3=[N+]2CCS3)cc1 (stereo unspecified) | -10% | 6% | -3% | 11% | 10% | -3% | -2% | 20µM*
Clc1ccc(Cc2noc(-c3cccs3)n2)cc1 | -8% | -9% | -6% | -6% | 35%[activator] | -15% | -7% | -2%
Cc1cccc(Cn2nnc3c2C(=O)c2ccccc2C3=O)c1 | -7% | -2% | 1% | -1% | -19%[11.4 µM] | -23% | 3% | -5%
NC(=O)Cn1nc(C(F)(F)F)c2c1CCCC2 | -3% | -7% | 5% | -4% | -3% | -6% | -2% | -4%
COC(=O)CN1C(=O)C(O)(CC(=O)c2ccc(C)cc2)c2ccccc21 (stereo unspecified) | -1% | -3% | -8% | 0% | 3% | -1% | -9% | 8.9µM*
CC(=O)/C=C/c1ccc(C)o1 | u | u | -13% | 0% | x | -22% | -2% | u
Cc1cccc2cc(CN(CCCN3CCOCC3)Cc3nnnn3C(C)(C)C)c(=O)[nH]c12 | -10% | -4% | 2% | 1% | x | -6% | 2% | 25µM*

Complete entries as entered above. Order of values: Tau ThT inhib | Tau FP inhib | GLA spleen mod | TexasRed fluor | L3MBTL1 block | Tau fluor counter | TRb-SRC2 inh | ALDH1A1 block
Clc1ccc(Cc2noc(-c3cccs3)n2)cc1 as listed: -8% | -9% | -6% | -6% | 35%[activator] | -15% | -7% | -2%
Cc1cccc(Cn2nnc3c2C(=O)c2ccccc2C3=O)c1 as listed: -7% | -2% | 1% | -1% | -19%[11.4 µM] | -23% | 3% | -5%
